# Compound activity: PubChem BioAssay, several laboratories
# phage Ecoli inh – E. coli growth loss with phage present. growth absorbance. inhibition, % at 11.9 µM. 0.26% of 360,000 active. AID 651602; in the data active = inhibition above about 11%
# PvdQ inh – P. aeruginosa PvdQ acylase inhibition; purified PvdQ acylase, fluorescence plate reader; inhibition, % at 10 µM; 0.063% of 340,000 active; in the data active = inhibition above about 30%, passing the limit was not always enough;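 also: 0% = vehicle neutral wells and 100% = reference inhibitor wells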
# Tat transport – inhibitors of E. coli Tat protein transport | E. coli MC4100 TorA-mCherry Tat export, fluorescence | inhibition, % at 10 µM | 0.036% of 340,000 active | AID 488895;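 active = mean replicate inhibition at least 50% and at least half of replicates individually reaching 50%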;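 also: exported cargo escapes ClpAP degradation while cytoplasmic cargo is degraded and loses fluorescence; 0% = median of neutral control wells and 100% = median of NaSCN control wells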
# AddAB inh – less growth of phage-infected E. coli with AddAB. E. coli expressing H. pylori AddAB, absorbance growth. 0.29% of 330,000 active. inhibition, % at 11.9 µM. AID 435030; in the data active = inhibition above about 12%;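 also: 0% = vehicle wells of infected cells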
# PfHsp90 set2 – growth inhibition of yeast expressing Plasmodium Hsp90 | S. cerevisiae expressing PfHsp90, BacTiter-Glo ATP, 48 h; yeast lacking PDR1 and PDR3 efflux regulators | inhibition, % at 9.4 µM | 0.32% of 310,000 active;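 active = every replicate shows inhibition above about 80%, whatever the replicate mean, limit read from the data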;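 also: 0% = DMSO neutral controls and 100% = 20 µM radicicol positive controls; yeast relying on Plasmodium falciparum Hsp90 in place of its own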
# Wnt bcat act – activators of Wnt/beta-catenin signaling; Wnt/beta-catenin reporter cell assay, activator, plate reader; activation, % at 9.35 µM; 1.2% of 300,000 active; AID 743398; in the data active = activation above about 30%, passing the limit was not always enough;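 also: 0% = neutral control wells and 100% = positive control wells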
# CAL PDZ FP – inhibitors of human CAL PDZ peptide binding; purified CAL PDZ, TMR-peptide fluorescence polarization, 1 h; Q9HD26; inhibition, % at 20 µM; 0.02% of 330,000 active;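 active = highest replicate inhibition of at least 40%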;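 also: plate controls were DMSO neutral control wells for no effect and unlabeled competitor peptide control wells for full effect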
#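 System: purified tagged CAL PDZ domain construct (CerCALP). Schedule: 1 h incubation at room temperature before polarization reading. Medium: 25 mM sodium phosphate pH 7.4, 150 mM NaCl, TCEP, IgG, Thesit. Read-out: percent inhibition from loss of millipolarization. Measured by: FP readout, S and P plane fluorescence. Probe or stimulus: fluorescent TMR peptide probe.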
# DAGLB inhibitor – blocks human DAGLB lipase activity; AID 504411; HEK293T DAGLB membrane lysate, EnzChek fluorogenic substrate; 0.059% of 340,000 active; inhibition, % at 5.17 µM; Q8NCG7; in the data active = inhibition above about 34%;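 also: 0% = enzyme with vehicle and 100% = wells lacking enzyme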
# Target sequence (Q8NCG7 whole entry, looked up): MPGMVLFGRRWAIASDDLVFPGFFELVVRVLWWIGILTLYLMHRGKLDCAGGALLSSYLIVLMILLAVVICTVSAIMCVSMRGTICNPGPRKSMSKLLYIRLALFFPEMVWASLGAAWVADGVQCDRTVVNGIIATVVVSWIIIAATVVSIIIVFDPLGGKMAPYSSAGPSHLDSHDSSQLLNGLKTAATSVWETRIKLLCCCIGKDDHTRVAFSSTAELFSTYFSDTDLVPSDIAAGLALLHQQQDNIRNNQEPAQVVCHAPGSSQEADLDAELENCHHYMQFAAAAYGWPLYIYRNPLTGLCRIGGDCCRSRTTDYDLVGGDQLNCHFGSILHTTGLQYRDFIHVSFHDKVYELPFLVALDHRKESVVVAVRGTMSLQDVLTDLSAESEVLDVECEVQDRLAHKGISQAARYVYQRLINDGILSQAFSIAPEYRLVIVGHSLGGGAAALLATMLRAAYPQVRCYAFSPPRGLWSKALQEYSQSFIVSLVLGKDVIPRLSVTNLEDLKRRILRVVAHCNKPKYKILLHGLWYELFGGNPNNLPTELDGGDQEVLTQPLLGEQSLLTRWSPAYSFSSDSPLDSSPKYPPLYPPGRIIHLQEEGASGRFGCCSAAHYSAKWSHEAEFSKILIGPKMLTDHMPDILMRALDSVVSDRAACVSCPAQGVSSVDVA
# Ecoli viability – counter-screen for AddAB inhibitors: E. coli growth inhibition | AID 449728 | inhibition, % at 11.9 µM | 0.27% of 330,000 active | E. coli V3065 growth, OD600 absorbance, 18 h;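 active = inhibition above the campaign's mean inhibition across all tested compounds plus 3 SD, cut at about 9.9% in these data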;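 also: uninfected addAB+ strain grown without phage in ampicillin broth; 0% = DMSO wells and 100% = ciprofloxacin 0.95 µg/ml wells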
# Rtt109 HAT inh – C. albicans Rtt109 histone acetyltransferase inhibition | Q5AAJ8 | purified Rtt109/Vps75, ThioGlo CoA-SH fluorescence, 4 h | inhibition, % at 34.9 µM | 0.16% of 330,000 active;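 active = inhibition of at least 50% in every replicate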
# Target sequence (Q5AAJ8 whole entry, looked up): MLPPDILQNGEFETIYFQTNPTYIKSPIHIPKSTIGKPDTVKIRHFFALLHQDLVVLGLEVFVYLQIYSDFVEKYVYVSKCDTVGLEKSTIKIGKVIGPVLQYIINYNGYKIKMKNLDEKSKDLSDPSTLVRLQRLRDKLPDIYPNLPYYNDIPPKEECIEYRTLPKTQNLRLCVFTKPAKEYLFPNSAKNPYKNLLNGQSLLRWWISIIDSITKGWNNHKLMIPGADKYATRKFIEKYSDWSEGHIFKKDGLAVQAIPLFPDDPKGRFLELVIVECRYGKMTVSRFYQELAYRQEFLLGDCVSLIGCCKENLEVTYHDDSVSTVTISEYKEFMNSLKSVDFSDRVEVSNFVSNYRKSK
# Starred values were filed as active, the others as inactive; nt = no result given.
# Screens in order – phage Ecoli inh	PvdQ inh	Ecoli viability	PfHsp90 set2	Wnt bcat act	CAL PDZ FP	DAGLB inhibitor	AddAB inh	Rtt109 HAT inh	Tat transport
COCCN1Cc2cccc(C(=O)N3CCN(c4cc(C)ccc4C)CC3)c2C1=O
 : 2.6	-11	-0.7	-20	5	0.7	4	-3.5	9	-3
COCC(C)N=Cc1c(O)[nH]c2ccccc12 (stereo unspecified)
 : 1.6	-9	-0.1	nt	1	-2.4	4	1.1	-13	1
COCCn1c(=N)c(S(=O)(=O)c2ccc(F)cc2)cc2c(=O)n3cccc(C)c3nc21
 : 0.5	-7	2.3	18	2	-0.9	0	3.9	-5	-2
O=C(C1CCCO1)N(c1ccc(F)cc1)C1C=CS(=O)(=O)C1 (stereo unspecified)
 : -0.1	-19	-1.9	nt	2	-0.6	-1	1.2	-6	-2
Nc1ccccc1SCc1cn2cccnc2n1
 : 3.2	-6	1.3	-2	0	-0.3	-2	2.6	-2	0
O=C1C2CCCCN2C(=O)N1CCN1CCN(c2ccc([N+](=O)[O-])cc2)CC1 (stereo unspecified)
 : 2.1	-13	1.0	3	nt	-1.3	-1	0.3	18	-4
CC(OC(=O)C1CCN(c2ccc(C(F)(F)F)cn2)CC1)C(=O)Nc1ccc(S(N)(=O)=O)cc1 (stereo unspecified)
 : 0.6	-14	0.9	-54	-2	-3.8	0	-0.1	-3	3
CC(=O)c1ccc(-c2ccc(C(=O)Nc3nc(-c4ccccn4)cs3)o2)cc1
 : -0.2	-8	-4.7	-5	-11	-1.0	2	-4.4	-5	3
CCOc1ncccc1C(=O)OCC(=O)c1ccc(OC)c(OC)c1
 : 1.7	3	1.8	-10	-1	-1.0	1	1.4	8	6
CC(Oc1ccc(Cl)cc1Cl)C(=O)Nc1ccc(OCC(=O)O)cc1 (stereo unspecified)
 : 4.2	-15	0.2	-16	-2	-1.3	0	0.1	-4	4
Cc1cc2cc(CNC(=O)c3ccc(S(=O)(=O)N4CCCCC4)cc3)ccc2n1C
 : 0.0	-9	-1.6	-52	-5	-0.2	5	-3.5	-3	7
CC(C)CC1C(=O)N(Cc2cn(CC3CCCCC3)nn2)CCS(=O)(=O)N1Cc1ccc(-c2cccc(C#N)c2)cc1 (stereo unspecified)
 : 1.7	13	nt	5	-7	-0.1	-4	nt	-7	-6
Cc1nn(CC(O)CN2c3ccccc3Sc3ccccc32)c(C)c1Br (stereo unspecified)
 : 1.7	-3	0.3	nt	nt	0.5	0	0.2	9	-6
COc1ccc(-n2c(-c3ccccc3)cc3c2CCCC3=O)cc1
 : nt	-2	0.9	-56	4	-3.5	2	3.0	4	5
O=C(c1cccc2nccnc12)N1CCCC(Nc2ccc(F)c(F)c2)C1 (stereo unspecified)
 : -1.8	-5	-0.2	-13	-1	0.3	0	1.1	-6	-5
CCc1ccc2c(c1)C(c1ccc([N+](=O)[O-])cc1)=NNC(c1ccc(C)cc1)=N2
 : 3.8	1	-1.7	-9	1	0.1	-3	4.0	-5	-4
C=CCn1c(COc2cccc3ccc(C)nc23)nnc1SCC(=O)OC
 : 1.0	5	-0.2	-14	nt	-3.3	5	-0.1	11	-1
Cn1c(-c2c(N)n(CCc3ccccc3)c3nc4ccccc4nc23)nc2ccccc21
 : nt	-6	-1.6	-10	-4	0.1	-5	-2.5	-3	12
COc1ccc(N(C(=O)CNC(=O)c2ccco2)C(C(=O)NCC2CCCO2)c2ccccc2)cc1Cl (stereo unspecified)
 : -0.9	-13	-1.3	-35	-2	-3.2	-2	3.2	-12	0
CCC(C)(C)NC(=O)c1cccc(NC(=O)C(C)C)c1
 : 4.0	-8	2.0	-96	-1	-2.1	1	3.4	-11	-3
COc1cc(OC)cc(C(=O)OCC(=O)Nc2cccc(S(=O)(=O)NC3=NCCCCC3)c2)c1
 : 3.2	-15	0.6	5	-3	8.0	-4	-0.6	-8	7
Cn1c(SCC(=O)c2ccccc2)nnc1-c1cccc(N)c1
 : 1.0	-9	-2.5	-5	nt	nt	2	2.4	-4	6
CCOC(=O)c1sc(N)c(C(=O)Nc2ccccc2)c1C
 : 4.7	-7	3.8	-9	9	-1.8	-4	5.1	-25	-4
O=C(O)CC(c1cccc(Cl)c1)n1cccc1 (stereo unspecified)
 : 3.6	14	0.6	-8	7	nt	3	-0.2	13	-6
CC1CCC2(CC1)NC(=O)N(CC(=O)N1CCN(C(=O)c3ccco3)CC1)C2=O (stereo unspecified)
 : 1.1	-14	0.3	7	-1	0.1	0	1.4	3	-3
Cc1ccc(S(=O)(=O)N(CC(=O)Nc2cccnc2)c2ccccc2C)cc1
 : 3.8	-4	2.3	-48	-1	-1.5	1	2.6	10	28
Oc1ccccc1C1=NCCNC(C(F)(F)C(F)F)=C1
 : 4.6	9	2.8	3	-1	-1.6	5	1.0	12	7
O=C(Nc1ccccc1)NC1CS(=O)(=O)CC1O (stereo unspecified)
 : 2.6	-21	0.9	15	-1	-1.5	1	0.2	-2	-2
COc1ccc(C(=O)Nc2nnc(SCC(=O)NCC3CCCO3)s2)cc1OC (stereo unspecified)
 : 0.6	-10	-2.0	-30	1	0.1	0	4.6	-8	0
N#CCCN1CCN(Cc2ccccc2)CCC1=O
 : 2.9	-3	-0.2	-7	0	-0.3	2	4.9	-2	-1
COC(=O)C(CCCCN1C(=O)C2C3C=CC(C3)C2C1=O)N1C(=O)C2C3C=CC(C3)C2C1=O (stereo unspecified)
 : -0.5	-23	-0.9	-11	nt	1.2	-2	0.3	-2	-6
O=C(O)c1ccc(N=NN2CCCCCC2)cc1
 : 3.4	3	0.6	-5	16	0.4	1	3.8	-4	1
Cc1cccc(C)c1NC(=O)COC(=O)c1cc(-c2cccnc2)nc2ccccc12
 : 2.2	-15	1.3	-16	-3	-2.6	1	3.5	-5	0
CCc1ccc2[nH]c(=O)c(CN(Cc3ccccc3)C(=O)Nc3ccccc3OC)cc2c1
 : 2.8	0	0.0	nt	nt	-3.6	1	2.2	9	2
Cc1cc(C)n2nc(C(=O)OCC(=O)c3cc(C)n(CC4CCCO4)c3C)nc2n1 (stereo unspecified)
 : 2.9	-9	1.9	-67	0	0.2	-1	-0.2	-6	3
CCC(NC(=O)c1cccc(Cn2cc([N+](=O)[O-])cn2)c1)c1ccc(C(C)C)cc1 (stereo unspecified)
 : 1.3	-7	-1.7	4	-6	nt	-4	1.9	7	-5
O=C(COC(=O)CNS(=O)(=O)c1ccc2ccccc2c1)Nc1ccccc1Sc1ccccc1
 : 3.9	-6	0.3	-9	-3	-0.2	-4	1.8	-7	5
Cc1cccc(OCCC(=O)Nc2ccc(F)c(Cl)c2)c1
 : 3.9	2	-1.9	-5	0	-0.3	-18	1.1	18	-1
CC(=O)Nc1cccc(-c2cn3ccccc3n2)c1
 : 8.5	10	2.4	-4	nt	-3.5	-2	2.8	nt	2
COc1ccc(C)cc1NC(=O)C(=O)N/N=C(\C)CC(=O)Nc1cccnc1
 : 1.3	-2	0.5	-16	0	-1.6	-3	6.7	-6	-5
Cn1c(SCc2ccccc2)nc(N)c(N=O)c1=O
 : 4.1	nt	-1.1	nt	9	nt	nt	0.6	nt	nt
O=C(c1ccco1)n1nc(-c2ccc(Cl)cc2)nc1NCc1ccco1
 : 2.0	-10	-1.6	nt	-1	-0.6	1	0.0	-5	9
CCn1cc(C(=O)Nc2ccc(NC(=O)c3ccco3)cc2)c(=O)c2ccc(C)nc21
 : 2.3	2	-0.3	6	-1	0.0	-1	1.1	-4	-10
CN(C)/C=N/c1ncc(C(=O)c2ccccc2)s1
 : 2.7	9	-2.7	-14	nt	1.0	-3	-1.8	7	4
CCOC(=O)C1=C(C)OC(N)=C(C(=O)OCC)C1c1cccnc1 (stereo unspecified)
 : 2.0	-4	0.1	-16	-10	-1.9	1	0.2	-6	0
O=C(Nc1ncccc1O)c1ccc(Cl)c(S(=O)(=O)N2CCCCC2)c1
 : 2.4	-11	0.0	-29	-3	-0.6	2	-2.7	-7	6
COc1ccc(Cl)cc1NC(=O)CN(C)C(=O)CNC(=O)C12CC3CC(CC(C3)C1)C2
 : 1.6	2	-0.8	14	-6	-0.3	2	-0.3	-7	-17
O=C(c1cccnc1)N1N=C(c2cccs2)CC1c1ccc(F)cc1 (stereo unspecified)
 : 2.9	-5	-0.6	10	0	-4.7	0	-1.2	8	-2
NS(=O)(=O)c1cc(C(=O)OC2CCOC2=O)ccc1Cl (stereo unspecified)
 : 0.0	7	2.6	16	0	0.4	0	-2.7	-10	3
COc1ccc(OCCC(=O)Nc2nccs2)cc1
 : 1.4	4	-0.4	18	2	-2.6	2	-0.3	8	-13

# Limited to Rtt109 HAT inh, for two of the compounds above:
compound | Rtt109 HAT inh
O=C(Nc1ncccc1O)c1ccc(Cl)c(S(=O)(=O)N2CCCCC2)c1 | -7
CN(C)/C=N/c1ncc(C(=O)c2ccccc2)s1 | 7

# Next section:
# Screens in order – phage Ecoli inh	PvdQ inh	Ecoli viability	PfHsp90 set2	Wnt bcat act	CAL PDZ FP	DAGLB inhibitor	AddAB inh	Rtt109 HAT inh	Tat transport
Cc1cccc(-n2cnc(C(=O)NC3CCCCCC3)c2)n1
 : 1.3	-13	2.5	-1	nt	-2.4	-3	3.9	3	9
CC1=C(SCCC#N)S/C(=C2\SC(C)=C(SCCC#N)S2)S1
 : 0.0	-7	-3.8	-21	0	-1.0	8	-2.7	-4	1
O=c1c2ccccc2c(-c2ccc(Br)cc2)nn1Cc1ccccc1
 : 2.5	-10	-0.7	-4	nt	-1.8	-1	1.1	3	6
CSc1nc(O)c(Cc2ccccc2)c(=O)[nH]1
 : 1.7	-8	1.2	-23	-4	-0.8	2	3.3	-14	-3
Cc1ccccc1C(=O)N[C@H](C(=O)OCC(=O)c1ccc[nH]1)C(C)C
 : 3.5	-14	1.8	0	nt	-1.5	0	2.4	-3	-7
Cc1ccc2cc(/C=C3\N=C(c4ccccc4)OC3=O)c(N3CCOCC3)nc2c1
 : 1.8	nt	-0.4	nt	-2	nt	nt	-2.3	nt	nt
COc1ccc(S(=O)(=O)N2CCCC2C(=O)Nc2ccc(C)cc2)cc1 (stereo unspecified)
 : -0.9	5	-0.5	-10	-5	-0.1	-4	2.2	2	-4
CCCCn1c(NCc2ccccc2NS(=O)(=O)c2ccc(C)cc2)nc2ccccc21
 : 1.3	6	-0.7	3	-1	0.3	-2	1.7	4	3
COc1ccc(-c2ccc(SCC(=O)c3cccs3)nn2)cc1
 : 3.8	10	-2.6	nt	0	-3.0	-8	-1.7	17	-8
C=CCN(c1ccccc1)S(=O)(=O)c1cccc(C(=O)NC2CCC(O)CC2)c1 (stereo unspecified)
 : 1.9	11	-0.2	-6	-1	-2.1	-3	1.6	2	8
COc1cc(NC2=CC(=O)CC(C)(C)C2)cc(OC)c1OC
 : -0.3	13	0.2	10	nt	nt	0	2.6	-7	-5
O=C(O)COc1ccccc1/C=N/NC(=O)c1cc(-c2ccc(Cl)cc2)nc2ccccc12
 : 3.8	-3	-0.1	-11	5	-7.9	4	0.6	13	4
Cn1c(SCC(=O)NC(=O)Cc2ccccc2)nnc1-c1ccc(F)cc1
 : 3.3	-2	-1.7	5	2	-0.2	-1	-1.9	4	6
COc1cc(OC)cc(C(=O)N/N=C(\C)CC(=O)Nc2ccccn2)c1
 : 0.8	-18	2.5	1	1	-0.3	-3	-2.0	0	-8
